# Assay outcomes (PubChem BioAssay)
# AT treatment: qHTS Assay for Identifying a Potential Treatment of Ataxia-Telangiectasia; […] A-T fibroblasts, KAP-1 phosphorylation AlphaLISA; neocarzinostatin DNA damage 30 min before lysis; Potency, µM (doses to about 57.5 µM), inactives show top-dose activation, hits mostly activators; hit rate 0.19% among 320,000; note: potency is the fitted concentration of half-maximal effect; % of control where 0% means no effect; nearly all actives have a fitted effect of over 45% in size
#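 hTERT-immortalized A-T patient fibroblasts ([…]), 500 cells/well in OPTI-MEM, 1% FBS, got compounds for 60 min, then NCS for 30 min at 37C. Lysates were then assayed for phospho-KAP-1 by AlphaLISA (anti-pKAP1 donor, anti-KAP1 acceptor beads), 6 hr at 25C.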
# Chronic BCR inh: qHTS Assay to Find Inhibitors of Chronic Active B-Cell Receptor Signaling; ABC-DLBCL IkBa-CBG/CBR reporter, luminescence ratio, 4 h; Potency, µM (highest dose often 46.1 µM), for inactives: top-dose ratio change, negative = lower green/red ratio, most hits filed as inhibitors; AID 493014, 2011; hit rate 0.05% among 340,000; active = well fitted inhibition curve with a large enough effect in the signal ratio, with a control signal flat, not every such curve was filed as active; inconclusive = small, poorly fitted or top-dose-only effect, or effect the other way, or a change in a side signal; the % refers to the signal ratio;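 note: potency is the fitted concentration of half-maximal effect; plate controls were basal doxycycline-induced cells for no effect and cells given 10 µM MG132 for full effect; MG132 reads +100%, hits lower the ratio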
#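 TMD8 human ABC-DLBCL cells with doxycycline-inducible IκBα–green luciferase fusion and unfused red luciferase, in 0.5% FBS medium; compounds up to 46 uM, 4 h at 37C. Green/red luminescence ratio, filter-overlap corrected, fitted to concentration-response curves.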
# TSHR antagonist: Antagonists of the Thyroid Stimulating Hormone Receptor: HTS campaign. hit rate 0.2% among 330,000. TSHR-expressing cells, TSH-stimulated cAMP HTRF, 2 h; active compounds read low. activity change, negative = inhibition, % at 11.5 µM. Thyrotropin receptor (Homo sapiens), P16473;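 active = activity change below a set negative limit, meaning inhibition stronger than a set level, cut at about -70% in these data; inconclusive = activity change between two set negative limits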; note: % is set by controls: 0 for no effect and ±100 for the full control effect
#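 Freshly harvested TSHR cells receive pin-tooled compound, then EC80 TSH at 4nM final. After 2 hours at 37 deg C, antibody in lysis buffer and cAMP-d2 are added; 30 minutes at ambient temperature precede the HTRF read.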
# GALK inh: qHTS Assay for Inhibitors of Human Galactokinase (GALK); P51570; Purified GALK, Kinase-Glo residual ATP luminescence; Potency, µM (doses to about 57.5 µM), for the others: top-dose activity change, negative = inhibition, actives largely listed as inhibitors; hit rate 0.007% among 270,000; note: potency is the fitted concentration of half-maximal effect; % is set by controls: 0 for no effect and ±100 for the full control effect
# Target sequence (P51570 whole entry, looked up): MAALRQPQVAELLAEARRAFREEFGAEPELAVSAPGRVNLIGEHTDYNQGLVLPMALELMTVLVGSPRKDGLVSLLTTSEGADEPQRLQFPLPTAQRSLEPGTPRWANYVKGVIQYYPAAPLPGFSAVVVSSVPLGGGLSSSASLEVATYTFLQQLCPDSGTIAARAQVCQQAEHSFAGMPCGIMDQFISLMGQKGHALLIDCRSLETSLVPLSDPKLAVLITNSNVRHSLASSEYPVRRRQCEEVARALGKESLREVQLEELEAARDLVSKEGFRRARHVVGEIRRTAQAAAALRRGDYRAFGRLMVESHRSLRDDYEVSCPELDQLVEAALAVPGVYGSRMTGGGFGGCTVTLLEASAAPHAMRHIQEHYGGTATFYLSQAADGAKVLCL
#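 5 nM enzyme, 35 uM ATP, 100 uM galactose, 20 mM HEPES pH8.0, 5 mM MgCl2; 1 h RT; residual ATP by Kinase-Glo Plus luminescence, qHTS format.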
# KCNH2 WT inh: qHTS for Inhibitors of KCHN2 3.1: Wildtype qHTS; AID 720551, 2013; hit rate 0.37% among 340,000; activity change, % at 1.84 µM; U2OS, BacMam KCNH2, thallium flux FluxOr; active compounds read low; Voltage-gated inwardly rectifying potassium channel KCNH2 (Homo sapiens), Q12809;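 active = maximum activity change below -70%; inconclusive = maximum activity change between -70% and -50%; inactive = maximum activity change above -50%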; note: % is set by controls: 0 for no effect and ±100 for the full control effect
#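 U2OS cells transduced with wild-type KCNH2 virus are loaded with FluxOr dye for 45 min, and thallium flux is measured in kinetic reads before and after stimulation buffer. Rate constants are normalized to DMSO controls.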
# FBPA coupling cs: qHTS Assay for Inhibitors of Fructose-1,6-bisphosphate Aldolase from Giardia Lamblia: Coupling assay counterscreen; activity change, negative = inhibition, % at 58.2 µM, hits read low; AID 2472, 2010; coupling enzyme system counterscreen, AmpLite Red fluorescence; hit rate 0.67% among 290,000; in the data active = activity change below about -30%; note: % is set by controls: 0 for no effect and ±100 for the full control effect
#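 Fluorescence at 525 nm excitation and 598 nm emission measured inhibition of the coupled detection system without aldolase. Compounds (at 57.5 uM final) were preincubated 10 min at room temperature with coupling enzyme reagent before a 20 min substrate/AmpLite Red step.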
# Giardia kill: Small Molecules that selectively kill Giardia lamblia: qHTS; Giardia lamblia trophozoite viability; activity change, % at 7.66 µM, hits read low; hit rate 0.15% among 340,000; in the data active = activity change below about -80%; inconclusive = between about -30% and that limit;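 note: parasites exposed to compound for two days anaerobically before the ATP read; % is set by controls: 0 for no effect and ±100 for the full control effect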
#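 Luminescence from cellular ATP indicates surviving trophozoites (100 cells/well) following 48 hrs anaerobic compound treatment at 37 deg C; signal develops 15-30 min at room temperature.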
# TCR activator: Activators of T cell receptors: qHTS campaign. primary human leukocytes, anti-CD3, IL-2 HTRF, 48 h. Potency, µM (series often up to 9.22 µM), for inactives: at the highest dose activation of IL-2 secretion, hits mostly activators. 330,000 tested, under 10 active. AID 504894, 2011; note: % of control where 0% means no effect
#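 Primary human leukocytes incubated 48 hr with anti-CD3 beads plus compound, without co-stimulation. Secreted IL-2 measured by HTRF (europium cryptate/d2 anti-IL-2 pair, 320 nm excitation, 665 nm emission).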
# Tb PFK block: qHTS Assay to Find Inhibitors of T. brucei phosphofructokinase; Potency, µM (series often up to 57.5 µM), for inactives: at the top dose activity, negative = inhibition, actives largely listed as inhibitors; T. brucei PFK, ADP-Glo luminescence; hit rate 0.17% among 330,000; AID 485367, 2010;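 note: potency is the fitted concentration of half-maximal effect; 0% = uninhibited 1x PFK enzyme wells and -100% = no-enzyme wells; nearly all actives have a fitted effect of over 60% in size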
# Target sequence (O15648 whole entry, looked up): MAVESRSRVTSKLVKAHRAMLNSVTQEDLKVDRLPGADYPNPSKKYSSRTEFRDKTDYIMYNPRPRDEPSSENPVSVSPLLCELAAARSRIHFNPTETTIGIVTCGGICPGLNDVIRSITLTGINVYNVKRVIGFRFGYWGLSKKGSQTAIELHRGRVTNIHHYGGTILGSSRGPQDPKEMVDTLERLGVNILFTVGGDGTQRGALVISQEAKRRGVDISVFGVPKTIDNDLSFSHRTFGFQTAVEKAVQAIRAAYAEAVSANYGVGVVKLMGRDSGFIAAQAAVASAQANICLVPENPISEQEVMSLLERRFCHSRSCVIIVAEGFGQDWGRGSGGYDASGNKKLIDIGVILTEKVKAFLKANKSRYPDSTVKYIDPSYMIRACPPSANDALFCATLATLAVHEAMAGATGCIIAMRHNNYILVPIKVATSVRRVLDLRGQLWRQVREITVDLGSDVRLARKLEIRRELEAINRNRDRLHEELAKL
#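 In TEA buffer at pH 8.0 with 5 mM MgCl2, enzyme (1.25 nM) converted F6P (0.5 mM) and ATP (0.1 mM) for 45 min at room temperature. ADP product was read by luciferase luminescence.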
# MLL CXXC-DNA inh: qHTS Fluorescence Polarization Assay for Inhibitors of MLL CXXC domain - DNA interaction. hit rate 0.037% among 290,000. Potency, µM (highest dose often 115 µM), for inactives: top-dose activity change, negative = inhibition, actives largely listed as inhibitors. AID 2662, 2010. MLL-CXXC / FITC-HOXA9 DNA fluorescence polarization; active = well fitted inhibition curve with a large enough effect in the polarisation, with a control signal flat, not every such curve was filed as active; inconclusive = small, poorly fitted or top-dose-only effect, or effect the other way, or a change in a side signal; inactive = no such curve, though single readings can be large or run the other way; the % refers to the polarisation; note: potency is the fitted concentration of half-maximal effect
#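 Steps: dispense CXXC domain solution (7 uM) → pin compounds or unlabeled HOX-A9 DNA control → 5 min ambient → add FLSN-HOX-A9 solution (50 nM) → spin → 30 min ambient → fluorescence polarization. Tris pH 7.5/NaCl/DTT/BSA buffer.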
# An asterisk follows results filed as active; ? = inconclusive; / = no result given; & = joins results of further samples; [ ] = dose if it differs, or a comment. Unless noted, calls come from the whole dose curve; as a rule, active = well fitted curve in the direction sought with a large enough effect; inconclusive = small, poorly fitted or top-dose-only effect, or another doubt; inactive = no such curve, though single readings can be large; an effect the other way counts as inactive or inconclusive. Outcome played no part in choosing rows; about 1.6% have a hit in one of these screens.
SMILES,AT treatment,Chronic BCR inh,TSHR antagonist,GALK inh,KCNH2 WT inh,FBPA coupling cs,Giardia kill,TCR activator,Tb PFK block,MLL CXXC-DNA inh
NC(=O)c1nsc(C(=O)N(c2ccccc2)C(C(=O)NC2CCCC2)c2cccs2)c1N (configuration not stated),-1%,-1%,3,-2%,-7,-2,11,-5%,-7%,9%
CSc1cccc(-n2c(C)cc(C(N)=O)c2C)c1,-6%,-1%,-11,0%,-9,-2,5,-5%,-4%,5%
CC(=O)C(=[N+]=[N-])C(=O)NCc1ccccc1,-1%,10%,4,0%,-18,3,-13,-1%,-5%,6%
Cc1cc(OCc2nn[nH]n2)c2c(C)c(Cc3ccccc3)c(=O)oc2c1,2%,2%,-19,-6%,5,10,34[activator],1%,-16%,-11%
CC(=O)Nc1ccc(C(=O)N/C(=C/c2ccccc2)C(=O)N2CCCCC2)cc1,-1%,-2%,2,1%,4,1,3,-2%,4%,6%
COc1cc(CC(=O)Nc2ccc(S(=O)(=O)N(C)C)cc2)cc(OC)c1OC,14%,-1%,9,1%,-1,-1,-17,7%,-5%,-2%
Cc1ccnc(SCC(=O)Nc2sccc2C#N)n1,?,-6%,11,-5%,-7,/,25,-1%,?,-11%
CCc1cc(C(=O)N2CCCC(C(=O)c3ccc(C(F)(F)F)cc3)C2)n(C)n1 (configuration not stated),1%,-21%,-3,/,-15,0,6,3%,1%,-18%
CC1CCN(S(=O)(=O)c2cn(CC(=O)N3CC(C)CC(C)C3)c(=O)c3ccccc23)CC1 (configuration not stated),-6%,4%,-4,/,-20,3,-6,-5%,3%,-5%
COc1ccc(NC(=S)Nc2cccc(Cl)c2Cl)cc1OC,3%,-1%,2,1%,/,1,-3,1%,-14%,-8%
C#CCOCCOCCOCCNc1nc(N2CCN(C(=O)[C@H]([C@@H](C)CC)n3cc([C@@H](N)Cc4ccc(O)cc4)nn3)CC2)nc(N2CCN(C(=O)[C@H](CCCCN)n3cc([C@@H](N)CC(C)C)nn3)CC2)n1,-37%[inhibitor],-8%,-6,-4%,/,1,/,/,2%,0%
C/C(=N\NC(=O)c1cc(-c2ccccn2)nc2ccccc12)c1cccc([N+](=O)[O-])c1,-6%,-26%,16,-1%,32,1,14,14%,2%,0%
C=C1SC(Nc2c(C)cc(C)cc2C)=NC12CCCCC2,3%,?,-3,0%,-1,0,-5,0%,-1%,5%
CCCOc1ccc(C(=O)N2CCN(c3ccc(NC(=O)CC)cc3Cl)CC2)cc1,6%,?,2,-3%,-48,1,-4,-7%,-2%,-8%
COCc1cc(C)nc2sc(C(=O)Nc3ccc(OC)cc3)c(N)c12,-1%,-12%,7,-3%,-2,-3,6,2%,4%,7%

# 2 neighbouring entries from above, for reference:
SMILES,AT treatment,Chronic BCR inh,TSHR antagonist,GALK inh,KCNH2 WT inh,FBPA coupling cs,Giardia kill,TCR activator,Tb PFK block,MLL CXXC-DNA inh
NC(=O)c1nsc(C(=O)N(c2ccccc2)C(C(=O)NC2CCCC2)c2cccs2)c1N (configuration not stated),-1%,-1%,3,-2%,-7,-2,11,-5%,-7%,9%
CSc1cccc(-n2c(C)cc(C(N)=O)c2C)c1,-6%,-1%,-11,0%,-9,-2,5,-5%,-4%,5%

# Going on with the list.
SMILES,AT treatment,Chronic BCR inh,TSHR antagonist,GALK inh,KCNH2 WT inh,FBPA coupling cs,Giardia kill,TCR activator,Tb PFK block,MLL CXXC-DNA inh
O=C(CSc1nc(NS(=O)(=O)c2ccccc2)cc(=O)[nH]1)Nc1ccccc1C(F)(F)F,-1%,-2%,1,16%,-2,0,2,4%,-9%,-3%
CC1CC(C)CN(CCCNC(=O)CN2C(=O)c3cccnc3Oc3ccc(Cl)cc32)C1 (configuration not stated),11%,-13%,-28,-6%,10,/,10,-2%,-9%,21%
Cc1cccc(NC(=O)Nc2ccc(Cl)c(Cl)c2)n1,11%,-8%,-14,-5%,-7,-1,-29,/,3%,-7%
C=C1CN(CC(=O)OC)S(=O)(=O)c2ccccc21,-51%[inhibitor],-1%,-1,3%,4,2&-2,3&26,6%,5%,15%
CN(C(=O)COC(=O)c1ccc(=O)n(Cc2ccccc2)n1)C1CCCCC1,-3%,0%,-8,/,-4,/,16,-2%,0%,/
Cc1ccccc1-c1noc(-c2ccc(O)cc2)n1,-2%,7%,-19,8%,-13,1,0,5%,-7%,-2%
O=C(Nc1ccc(F)cc1)N1CCn2c(nc3ccccc32)C1,0%,?,-1,1%,8,0,10,-3%,-13%,2%
COc1ccc(-n2cnc3cc(NS(=O)(=O)c4ccccc4)ccc32)cc1,-3%,-3%,17,-3%,-9,0,5,-8%[46.1 µM],-4%,-16%
Cc1ccc2c(C)c(C(=O)N(C)C(C)c3ccncn3)oc2c1C (configuration not stated),27%,-9%,-16,-5%,-29,/,-6,-4%,4%,4%
CCOC(=O)N1CCN(c2nc(=S)n(-c3ccccc3)c(C)c2C(C)=O)CC1,-24%,-1%,0,0%,-10,1,7,-4%,3%,-1%
Cc1cc(-c2cc(C(=O)NC3CCCC3)on2)nc(NCC2CC2)n1,-3%,-3%,-4,-2%,-6,5,-8,3%,1%,4%
O=S(=O)(NC1CCCCC1)c1ccc(N2CCOCC2)nc1,9%,?,13,-3%,15,2,-12,12%,-2%,-5%
NS(=O)(=O)c1ccc(NC(=S)Nc2cc(Cl)c(Cl)cc2Cl)cc1,6%,-1%,9,0%,0,-2,-23,-1%[46.1 µM],?,17%
Cn1nc(C(=O)NC2CCCCC2)c2c1-c1ccccc1SC2,-4%,6%,1,/,-1,-8,13,-4%,-3%,/
CN(C)c1ccnc2sc3c(=O)n(Cc4ccccc4)cnc3c12,4%,5%,-7,-4%,-22,0,3,5%,4%,-6%
Cc1ccc(N2CCN(C(=O)NC3CCCCC3)CC2)c(C)c1,2%,-1%,49,-4%,6,6,-10,-7%,6%,-6%
COc1ccc(C(C)NC(=O)C2CCCC2)cc1OC (configuration not stated),6%,2%,-5,-3%,2,-2,0,-3%,-5%,-1%
Cn1c(=O)c2c(nc(N3CCCCCC3)n2CCSc2nc3ccccc3o2)n(C)c1=O,16%,1%,-8,1%,11,1,10,-4%,0%,-2%
C=CC1=C2C=C(C3CC3)N(CC3CC3)C=C2C(=O)C(C)(OC(=O)c2ccco2)C1=O (configuration not stated),/,/,/,/,2,-31*,47[activator],-4%,/,/
Cc1ccc(SCC(=O)NCCSC(C)(C)C)cc1,-5%,-2%,2,-2%,1,1,-2,-4%,-5%,-2%
c1ccc(CN(Cc2ccccc2)c2nn[nH]n2)cc1,-3%,0%,9,4%,1,12,-12,-6%,-7%,-4%
CN(C)Cc1c(O)ccc2oc(Cc3ccccc3)cc12,3%,?,42,3%,2,-6,-21,-4%,-9%,11%
O=C(COC(=O)COc1ccccc1)Nc1ccc(OC(F)(F)F)cc1,3%,-2%,6,-5%,0,/,?,-11%,0%,1%
COc1ccc(C(=O)Cn2nnc(-c3ccccc3F)n2)cc1,6%,0%,-3,3%,18,7,10,3%,0%,9%
COc1cccc(/C=C/c2[nH]c(=O)[nH]c(=O)c2[N+](=O)[O-])c1O,2%,-1%,-11,-6%,-16,10,-6,3%,20%,9%
CCCC(C(=O)NC(C)(C)C)N(CC1CCCO1)C(=O)c1snc(C(N)=O)c1N (configuration not stated),-3%,5%,10,9%,-3,2,-1,11%,2%,-6%
C/C(CC(=O)N(C(C)C)C(C)C)=N\NC(=O)COc1ccc(Br)cc1Br,5%,3%,-14,-4%,3,-3,0,0%[46.1 µM],-25%,13%
Cc1sc2ncnc(N3CCC(C)CC3)c2c1C,5%,0%,-6,1%,-30,3,-9,0%[46.1 µM],6%,4%
Cc1cccc(C)c1N(CC(=O)Nc1cccc(N(C)S(C)(=O)=O)c1)S(C)(=O)=O,-30%,-1%,21,0%,-5,-6,7,-2%,4%,1%
CCOC(=O)C1CCN(C(=O)c2cc3cc(F)ccc3[nH]2)CC1,-5%,?,0,3%,-4,-2,6,2%,-4%,11%
CN(Cc1ccccc1)c1ccc(N2C(=O)CCCC2=O)cc1[N+](=O)[O-],-1%,1%,-1,2%,1,1,-7,-2%[46.1 µM],-1%,7%
N#C/C(=C/c1ccc(CNS(=O)(=O)c2ccccc2)o1)C(N)=O,/,-2%,4,-1%,3,-3,17,1%[46.1 µM],4%,-6%
